Screening results as filed in PubChem.
EPAC2 antagonist = blocks human EPAC2 exchange factor; Q8WZA2; Potency, µM (titrated, usually from 114 µM), for the others: at the top dose activity, negative = inhibition, usual class: inhibitors; EPAC2 GEF exchange of Rap1B-BODIPY-GDP, fluorescence; AID 720708; hit rate 0.18% among 360,000; further: potency means the concentration at half of the fitted maximal effect; on the % scale 0 is the no-effect control and ±100 the full control effect; nearly all actives have a fitted effect of over 45% in size; many of its hits are not listed in these tables
aSyn yeast inh = inhibitors of alpha-synuclein toxicity in yeast | Potency, µM (highest dose often 46.1 µM), for inactives: at the highest dose growth rescue (activation), usual class: activators | AID 652106 | Yeast expressing alpha-synuclein, growth rescue, BacTiter-Glo, 24 h | hit rate 0.14% among 370,000; further: potency means the concentration at half of the fitted maximal effect; % of control where 0% means no effect; nearly all actives have a fitted effect of over 65% in size
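Galactose-induced alpha-syn yeast (OD600=0.02, raffinose-pregrown) + pinned cpd, 24 hr, 30 deg C; growth by BacTiter-Glo luminescence. Growth restoration scores as activation.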
D3 ag = D3 dopamine receptor (human) agonism; hit rate 0.58% among 410,000; AID 652048; max activation, %; D3R DiscoveRx beta-arrestin cells, luminescence, 90 min; in the data active means max activation above about 30%; further: 0% is about no effect; mostly tested at two doses, the higher about 12 µM
Target sequence (P35462 whole entry, looked up): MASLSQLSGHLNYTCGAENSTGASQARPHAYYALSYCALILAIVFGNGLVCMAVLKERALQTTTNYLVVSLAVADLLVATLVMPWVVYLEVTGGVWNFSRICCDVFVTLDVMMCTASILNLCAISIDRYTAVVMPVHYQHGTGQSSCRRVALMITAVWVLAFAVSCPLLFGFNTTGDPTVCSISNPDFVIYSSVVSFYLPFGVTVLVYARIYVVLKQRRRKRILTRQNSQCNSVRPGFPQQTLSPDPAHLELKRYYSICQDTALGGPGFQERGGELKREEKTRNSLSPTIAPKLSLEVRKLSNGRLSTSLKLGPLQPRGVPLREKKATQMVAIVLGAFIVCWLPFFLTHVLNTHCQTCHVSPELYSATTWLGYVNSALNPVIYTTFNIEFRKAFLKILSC
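Agonist mode: compounds and dopamine controls were applied to plated cells for 90 min at 37 degrees C after an overnight attachment at 1500 cells/well. Luminescent read-out followed 30 - 60 minutes at room temperature with DiscoveRx detection reagent.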
EPAC2 ag = activates human EPAC2 exchange factor. Q8WZA2. EPAC2 activation, biochemical qHTS; response scale: 100% = 6.5 mM cAMP response. Potency, µM (top dose mostly 154 µM), without a hit: at the highest dose activation, most hits filed as activators. hit rate 0.079% among 360,000; further: potency means the concentration at half of the fitted maximal effect; nearly all actives have a fitted effect of over 50% in size
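Compounds were added across a concentration range to EPAC2 (100 nM), RAP1B-BODIPY-GDP (250 nM) and GDP (50 uM). After 5 min at room temperature, fluorescence was recorded at 5-min intervals for 30 min.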
Abeta yeast res = compounds reversing amyloid beta toxicity in yeast; yeast expressing A-beta42, growth rescue, OD600, 48 h; response scale: 0% DMSO, 100% iron-clioquinol control; hit rate 0.063% among 410,000; Potency, µM (series often up to 46.1 µM), without a hit: at the top dose growth rescue, hits mostly activators; AID 1347071; further: potency means the concentration at half of the fitted maximal effect; nearly all actives have a fitted effect of over 55% in size
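Growth rescue measured by 600 nm absorbance after 48 h yeast culture at 30 C with compound. Values normalized between DMSO and an equimolar ferric chloride plus clioquinol control.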
TDP43 rescue = inhibitors of TDP-43 toxicity in yeast; TDP-43 expressing yeast growth rescue, BacTiter-Glo, 24 h; Potency, µM (titrated, usually from 46.1 µM), for inactives: top-dose growth rescue (activation), most hits filed as activators; hit rate 1.8% among 410,000; further: potency means the concentration at half of the fitted maximal effect; % of control where 0% means no effect; nearly all actives have a fitted effect of over 50% in size
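Cell-based yeast growth screen: TDP-43 expression induced in galactose, inoculum OD600=0.02 after raffinose pregrowth to mid-log. Read-out BacTiter-Glo luminescence at 24 hr, 30 deg C; inhibition of toxicity seen as signal increase.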
D3 antag = blocks the human D3 dopamine receptor | D3R cells, DiscoveRx beta-arrestin luminescence, antagonist mode; hits give low values | hit rate 2.5% among 360,000 | max response, negative = inhibition, % | P35462; in the data active means max response below about -50%; inconclusive means no clear call, values can overlap the other calls; further: on the % scale 0 is the no-effect control and ±100 the full control effect; mostly tested at two doses, the higher about 12 µM
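Cells plated overnight at 1500 cells/well, then exposed to library compounds with dopamine controls for 90 minutes at 37 degrees C. DiscoveRx reagent added for 30–60 minutes at room temperature; luminescence read, quantitative HTS format.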
FUS suppressor = suppressors of FUS proteinopathy in yeast; S. cerevisiae FUS-expressing, growth rescue, OD600, 24 h; Potency, µM (titrated, usually from 76.6 µM), without a hit: top-dose growth rescue (activation), most hits filed as activators; hit rate 0.24% among 390,000;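 further: potency means the concentration at half of the fitted maximal effect; plate controls were DMSO vehicle for no effect and reference control for full effect; nearly all actives have a fitted effect of over 55% in size; some results filed as inactive show a strong effect at the top dose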
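Galactose (2%) drives FUS expression in yeast precultured in raffinose; seeding density OD 0.005. Test compounds incubated 24hr at 30C and 99% humidity before absorbance at 600 nm was measured.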
Active calls of the source: *; ? = inconclusive; . = no result given; & = joins results of further samples; [ ] = another dose, or the depositor's remark. Unless noted, the call rests on the fitted dose curve; in most records, active means well fitted curve in the direction sought with a large enough effect; inconclusive means small, poorly fitted or top-dose-only effect, or another doubt; inactive means no such curve, though single readings can be large; an effect the other way counts as inactive or inconclusive. Only part of the results is shown. The share of hits here may be higher or lower than overall.

Sample of the layout, two compounds:
SMILES	EPAC2 antagonist	aSyn yeast inh	D3 ag	EPAC2 ag	Abeta yeast res	TDP43 rescue	D3 antag	FUS suppressor
O=C(CSc1nc2ccsc2c(=O)n1NC(=O)c1ccccc1)Nc1nccs1	18%	-1%	2	7%	-17%	-23%	-59*	50%
Cc1cc(C)nc(Oc2ccc(Br)cc2)n1	2%	0%	2	13%	-7%	26%	0	-20%

The whole of this part, previewed entries included:
SMILES	EPAC2 antagonist	aSyn yeast inh	D3 ag	EPAC2 ag	Abeta yeast res	TDP43 rescue	D3 antag	FUS suppressor
O=C(CSc1nc2ccsc2c(=O)n1NC(=O)c1ccccc1)Nc1nccs1	18%	-1%	2	7%	-17%	-23%	-59*	50%
Cc1cc(C)nc(Oc2ccc(Br)cc2)n1	2%	0%	2	13%	-7%	26%	0	-20%
CCCN(CCC)CCCNC(=O)C1c2cc(OC)c(OC)cc2C(=O)N(C)C1c1cccs1 (stereo not given)	-3%	4%	4	12%	10%	12%	-13	16%
CCn1c(SCC(=O)c2ccc(O)c(O)c2)nnc1-c1ccc(C)cc1	5%	2%	-5	5%	6%	-1%	-25	21%
O=[N+]([O-])c1ccccc1S(=O)(=O)Nc1nc2ccccc2s1	-3%	0%	-11	9%	24%	5%	-14	17%
CCOC1=C2[C@H](c3ccc(CC)cc3)N(S(=O)(=O)c3ccc(C)cc3)C[C@H]2n2c(=O)n(-c3ccccc3)c(=O)n2C1	4%	-3%	-6	-2%	-15%	5%	?	-4%
CCOC(=O)c1ccc(NC(=O)CN2C(=O)NC3(CCCCCCC3)C2=O)cc1	-15%	4%[1.84 µM]	10	0%	6%	7%	-7	35%
CNC[C@H]1OCc2cnnn2CCCC(=O)N([C@H](C)CO)C[C@@H]1C	-2%	-7%	3	4%	-21%	-5%	11	-10%
CC(=O)c1ccc(OCCCC(=O)Nc2cccc(S(=O)(=O)N3CCCCC3)c2)cc1	1%	5%	1	2%	-7%	8%	-1	.
N#Cc1ccc(C2=CC(=O)C[C@H](c3ccc(F)cc3)C2)cc1	1%	5%	-27	16%	-23%	?	-13	26%
CC(=O)NC(CCCN1C(=O)c2ccccc2C1=O)c1nnn(C)n1 (stereo not given)	2%	-16%	5	2%	9%	26%	6	-1%
CN1C(C(=O)Nc2cccc(O)c2)=CC(c2cccs2)=NS1(=O)=O	2%	1%	-2&1	7%	-29%&2%	3%&10%	17	-22%&-4%
COc1cc(C)ccc1OCC(=O)OCC(=O)NCC1CCCCC1	1%	0%	19	4%	5%	22%	4	-6%
Cc1cc(Cc2ccc(N)c(C)c2)ccc1N	3%	2%	-2	5%	6%	2%	8	3%
Cn1c(SCc2cccnc2)nc2c(c1=O)SCC2	5%	-6%	-5	1%	23%	8%	-8	13%
COC(=O)CNC(=O)C(C)(C)Oc1ccc(Cl)cc1	9%	-11%	3	4%	-9%	-6%	20	-16%
CCN(C(=O)COC(=O)COc1ccc(Cl)c(C)c1)C1CCS(=O)(=O)C1 (stereo not given)	0%	4%	13	8%	1%	5%	7	-2%
COc1cccc(NC(=S)NC(=O)/C=C/c2ccco2)c1	5%	-8%	-6	10%	28%	13%	5	13%
Cc1nc(Nc2ccccc2C(F)(F)F)sc1C(=O)N(C)C	-4%	2%	-4	-6%	11%	10%	-19	5%
O=S(=O)(c1ccccc1)N(CC1CO1)c1ccccc1 (stereo not given)	-9%	-10%	7	11%	-17%	-7%	12	-31%
COc1cc(C(=O)OCC(=O)Nc2ccc(S(=O)(=O)N3CCCC3)cc2)cc(OC)c1OC	5%	-5%	-14	14%	6%	-10%	-15	26%
CSCC(=O)N1CCCC(CNC(=O)c2ccccc2Cl)C1 (stereo not given)	19%	1%	-24	3%	0%	-15%	-18	25%
CCc1cccc2sc(N(CCCN3CCOCC3)C(=O)CS(=O)(=O)c3ccccc3)nc12	-5%	7%	-29	8%	-9%	12%	-10	24%
Cc1ccc(C(=O)Oc2cccc(NC(=O)c3ccco3)c2)cc1S(=O)(=O)N1CCC(C)CC1	-10%	-3%	-2	12%	-13%	-5%	-23	44%
Cc1c(Cl)cccc1NC(=O)CCCn1cnc([N+](=O)[O-])n1	4%	-6%	-6	-1%	-4%	13%	-6	11%
O=C(Cc1ccccc1)Nc1cccc(NC(=O)c2cccs2)c1	-9%	4%	4	9%	5%	22%	-6	11%
Nc1ccc(N2CCOCC2)c(Cl)c1	5%	-2%	-6	3%	2%	0%	16	9%
O=C(Cn1cc(S(=O)(=O)Cc2ccccc2Cl)c2ccccc21)Nc1cccc(C(F)(F)F)c1	.	.	0	.	-10%	16%	.	7%
CCOC(=O)NC(Nc1cc(C)ccn1)(C(F)(F)F)C(F)(F)F	-18%	-2%	0	5%	0%	4%	-6	-29%
NC(=S)C(c1ccccc1)c1ncc(C(F)(F)F)cc1Cl (stereo not given)	-16%	4%	-2	5%	?	?	1	-19%
Cc1cccc(C)c1NC(=O)CN(C)C(=O)C1CC1C (stereo not given)	1%	2%	0	0%	-2%	16%	23	-1%
CCc1oc2ccccc2c1C(=O)c1cc(Br)c(O)c(Br)c1	10µM*	-40%[inhibitor]	-17&-5	-11%	-72%[inhibitor]	-66%[inhibitor]	16	-11%
COc1cc(C(=O)N2CCc3ccccc32)c([N+](=O)[O-])cc1OC	?	4%	3	-1%	4%	16%	10	9%
CCc1ccccc1NC(=O)CSc1nc2ccccc2n1CC(=O)N(C)C	11%	-9%	1	7%	-6%	-29%	10	22%
O=C(c1ccc(F)cc1)c1c[nH]c(C(=O)NCc2cccnc2)c1	11%	-14%	1	0%	10%	15%	-12	2%
COc1ccc(C2=C3C(=O)OCC3Cc3ncn(Cc4ccccc4)c32)cc1 (stereo not given)	-14%	4%	3	3%	0%	0%	5	-7%

An excerpt from above in order of count of non-hydrogen atoms, descending:
SMILES	EPAC2 antagonist	aSyn yeast inh	D3 ag	EPAC2 ag	Abeta yeast res	TDP43 rescue	D3 antag	FUS suppressor
Cc1ccc(C(=O)Oc2cccc(NC(=O)c3ccco3)c2)cc1S(=O)(=O)N1CCC(C)CC1	-10%	-3%	-2	12%	-13%	-5%	-23	44%
CCc1cccc2sc(N(CCCN3CCOCC3)C(=O)CS(=O)(=O)c3ccccc3)nc12	-5%	7%	-29	8%	-9%	12%	-10	24%
CCc1ccccc1NC(=O)CSc1nc2ccccc2n1CC(=O)N(C)C	11%	-9%	1	7%	-6%	-29%	10	22%
COc1cc(C(=O)N2CCc3ccccc32)c([N+](=O)[O-])cc1OC	?	4%	3	-1%	4%	16%	10	9%
CCOC(=O)NC(Nc1cc(C)ccn1)(C(F)(F)F)C(F)(F)F	-18%	-2%	0	5%	0%	4%	-6	-29%
Cc1c(Cl)cccc1NC(=O)CCCn1cnc([N+](=O)[O-])n1	4%	-6%	-6	-1%	-4%	13%	-6	11%
NC(=S)C(c1ccccc1)c1ncc(C(F)(F)F)cc1Cl (stereo not given)	-16%	4%	-2	5%	?	?	1	-19%
Cc1cccc(C)c1NC(=O)CN(C)C(=O)C1CC1C (stereo not given)	1%	2%	0	0%	-2%	16%	23	-1%
Nc1ccc(N2CCOCC2)c(Cl)c1	5%	-2%	-6	3%	2%	0%	16	9%

Other results:
SMILES	EPAC2 antagonist	aSyn yeast inh	D3 ag	EPAC2 ag	Abeta yeast res	TDP43 rescue	D3 antag	FUS suppressor
Cc1ccc2nc(C3CCN(S(=O)(=O)c4ccc5ccccc5c4)CC3)[nH]c2c1	-3%	-2%	6	15%	17%	-14%	-12	22%
CC1CCc2c(c3ccccc3[nH]c2=O)O1 (stereo not given)	-6%	8%	2	-1%	25%	17%	10	6%
CCNC(=O)C1(C)CCCN(Cc2ccc(-c3ccccc3)o2)C1 (stereo not given)	14%	-2%	-18	5%	-18%	18%	?	-11%
Cc1csc(=Nc2ccccc2)n1CCCN1CCCC1=O	6%	1%	8	1%	-7%	-7%	19	10%
O=S(=O)(NC1C2CC3CC(C2)CC1C3)c1ccc(F)cc1 (stereo not given)	2%	9%	-1	-2%	7%	9%	25	0%
COc1ccc(C)cc1S(=O)(=O)N(CC(=O)NCc1ccc(Cl)cc1)Cc1ccccc1	-1%	18%	-19	10%	-19%	-6%	-11	59%
CCCN1CCc2nc(N3CCN(C)CC3)ncc2C1	.	.	-2	.	1%	17%	.	-18%
CCS(=O)(=O)N1CCc2cc(OC)c(OC)cc2C1	0%	-5%	-1	3%	24%	12%	-10	-2%
CCCCOc1ccc(C(=O)N(Cc2ccc(N(C)C)cc2)Cc2ccco2)cc1	.	.	4	.	-28%	?	.	28%
CC(=O)Nc1ccc(S(=O)(=O)C(C#N)c2nc3ccccc3nc2NCCO)cc1 (stereo not given)	14%	8%	5	-2%	4%	-2%	8	17%
COC(=O)C1=C(C)Nc2c(c(=O)n(C)c(=O)n2C)C1c1cccs1 (stereo not given)	-18%	-11%	-1	?	18%	3%	45	-6%
COc1ccc(Cl)cc1NC(=O)CCN1C(=O)C2C3CCC(C3)C2C1=O (stereo not given)	4%	8%	-2	8%	10%	9%	0	4%
NCC(c1ccc(Cl)cc1Cl)c1c[nH]c2ccccc12 (stereo not given)	-10%	0%	4	7%	3%	-4%	-2	-5%
CC(=O)N1CC(C)Sc2ccc(S(=O)(=O)NCCc3ccccc3)cc21 (stereo not given)	-4%	5%	4	-9%	18%	9%	24	15%
O=C(NCc1ccccc1F)C1CCCN(C(=O)Nc2ccc(F)cc2)C1 (stereo not given)	1%	1%	9	8%	-15%	-13%	-1	-22%
CC/C(=N\NC(N)=O)c1ccc(OC(F)F)cc1	-6%	-1%	2	13%	-14%	-19%	-16	1%
